Screening results as filed in PubChem.
OXTR agonist = human OXTR agonism. activation, % at 3 µM. CHO-OTR cells, Fluo-8 calcium fluorescence; normalized: DMSO 0%, oxytocin 100%. hit rate 0.32% among 320,000. AID 2435;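 active = activation above the mean of all tested compounds plus 3 SD, cutoff set per screening run, cut at about 20% in these data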;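 also: peak over basal fluorescence ratio from a 100 s FLIPR kinetic read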
PHOSPHO1 block = inhibitors of human PHOSPHO1 phosphatase. Q8TCT1. hit rate 1.1% among 290,000. recombinant PHOSPHO1, absorbance phosphatase assay. inhibition, % at 13.3 µM; in the data active = inhibition above about 60%
Target sequence (Q8TCT1 whole entry, looked up): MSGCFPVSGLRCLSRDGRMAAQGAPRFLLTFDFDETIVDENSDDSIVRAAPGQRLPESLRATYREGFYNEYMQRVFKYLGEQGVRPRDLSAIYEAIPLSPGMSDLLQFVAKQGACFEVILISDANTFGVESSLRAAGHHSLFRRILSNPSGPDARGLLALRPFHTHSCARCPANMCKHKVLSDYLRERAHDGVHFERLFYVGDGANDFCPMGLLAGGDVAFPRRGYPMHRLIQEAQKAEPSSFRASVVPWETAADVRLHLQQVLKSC
IMP-1 inh = blocks Pseudomonas aeruginosa IMP-1 metallo-beta-lactamase. purified IMP-1, nitrocefin hydrolysis, epi-absorbance fluorescence. inhibition, % at 5.6 µM. hit rate 0.45% among 290,000;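 active = inhibition above the mean plus 3 SD of all compounds in the same screening run, cut at about 4.5% in these data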;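 also: 0% = IMP-1 with DMSO and 100% = DMSO wells lacking enzyme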
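Assay system: purified IMP-1; Quantity: IMP-1 0.2 nM before substrate addition; Medium: HEPES buffer pH 7.1 with ZnSO4 and Brij 35; Incubation: 15 min enzyme–compound preincubation, then 25 min nitrocefin reaction, 25 °C; Signal: fluorescence quenching readout, ex 480/em 530 nm; Controls: DMSO with and without IMP-1; Repeats: singlicate testing.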
HCV NS3 hel inh = blocks Hepatitis C virus NS3 helicase unwinding | hit rate 0.56% among 290,000 | NS3 helicase DNA unwinding, Cy5 molecular beacon fluorescence | inhibition, % at 10.9 µM;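 active = inhibition above the mean of all tested compounds plus 3 SD, set per campaign, cut at about 35% in these data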;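 also: 0% = DMSO wells and 100% = thioflavine S control wells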
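Assay system: hepatitis C virus NS3 helicase domain fragment enzyme. Also added: annealed dual-labelled DNA beacon duplex, ATP-started. Timing: 1 h reaction at 25 °C, ATP-initiated. Technique: Cy5 fluorescence at 0 and 60 min, beacon hairpin quenching. Evaluation: % inhibition of unwinding. Replication: one well per compound.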
VIM-2 inh = inhibitors of Pseudomonas aeruginosa VIM-2 metallo-beta-lactamase; purified VIM-2, nitrocefin hydrolysis, epi-absorbance fluorescence; inhibition, % at 5.6 µM; hit rate 0.89% among 290,000; AID 1527;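 active = inhibition above the mean of all tested compounds plus 3 SD, cutoff set per screening run, cut at about 7.5% in these data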;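 also: red hydrolysis product quenches plate fluorescence so inhibitors raise well fluorescence; 0% = enzyme with DMSO and 100% = DMSO without enzyme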
FID counter = counter-screen for HCV NS3 helicase inhibitors: DNA intercalator displacement; DNA fluorescent intercalator displacement, fluorescence; hit rate 0.17% among 290,000; inhibition, % at 7.9 µM; in the data active = inhibition above about 37%;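 also: 0% = vehicle and 100% = reference compound; higher means more ethidium bromide displaced from hairpin DNA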
GalR3 antagonist = antagonists of human GalR3 | O60755 | HEK293 GalR3-CNG cAMP membrane potential fluorescence; galR3 body fused to GalR1 C-terminus | inhibition, % at 3 µM | hit rate 0.44% among 360,000;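 active = inhibition above the screen-wide average plus 3 SD, cut at about 13% in these data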;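 also: forskolin and galanin both at EC90 stimulate the cells; cAMP rise reported by CNG channel membrane potential dye signal; 0% = forskolin plus galanin with DMSO and 100% = forskolin alone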
Target sequence (O60755 1-299 limits assumed): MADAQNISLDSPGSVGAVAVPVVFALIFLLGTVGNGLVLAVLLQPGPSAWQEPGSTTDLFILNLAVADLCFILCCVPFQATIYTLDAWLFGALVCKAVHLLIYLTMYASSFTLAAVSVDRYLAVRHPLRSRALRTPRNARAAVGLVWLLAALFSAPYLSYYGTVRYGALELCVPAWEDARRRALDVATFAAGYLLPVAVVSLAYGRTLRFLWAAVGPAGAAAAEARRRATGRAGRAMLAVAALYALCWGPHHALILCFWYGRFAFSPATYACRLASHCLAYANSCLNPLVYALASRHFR
V1R ag counter = counter-screen for oxytocin receptor agonists: human V1a receptor agonists. hit rate 0.25% among 320,000. CHO-V1R cells, Fluo-8 calcium fluorescence, agonist mode; 0% DMSO, 100% 3 nM vasopressin. P37288. activation, % at 3 µM;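 active = activation above the mean activation of all tested compounds plus 3 SD, per screening run, cut at about 20% in these data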;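 also: signal is peak over basal fluorescence ratio across a 100 second FLIPR read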
GPR7 antagonist = antagonists of human GPR7 (neuropeptides B/W receptor 1) | hit rate 1.1% among 290,000 | P48145 | inhibition, % at 4.4 µM | AID 1861 | GPR7-expressing cells, fluorescence antagonist assay; in the data active = inhibition above about 16%, passing the limit was not always enough;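 also: cells stimulated with the agonist NPW; 0% = agonist with vehicle and 100% = vehicle without agonist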
Target sequence (P48145 whole entry, looked up): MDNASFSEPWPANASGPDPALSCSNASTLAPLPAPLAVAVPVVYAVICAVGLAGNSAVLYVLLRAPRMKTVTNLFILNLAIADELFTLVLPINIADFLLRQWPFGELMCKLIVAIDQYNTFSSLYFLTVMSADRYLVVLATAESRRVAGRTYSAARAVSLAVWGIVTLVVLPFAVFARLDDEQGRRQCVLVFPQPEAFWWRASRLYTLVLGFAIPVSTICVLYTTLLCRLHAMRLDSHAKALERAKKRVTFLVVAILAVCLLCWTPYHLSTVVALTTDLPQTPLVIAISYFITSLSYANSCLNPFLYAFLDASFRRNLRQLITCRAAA
Numbers without * were called inactive; . = no result given.

SMILES	OXTR agonist	PHOSPHO1 block	IMP-1 inh	HCV NS3 hel inh	VIM-2 inh	FID counter	GalR3 antagonist	V1R ag counter	GPR7 antagonist
CN(C)S(=O)(=O)c1cccc(NC(=O)CN2C(=O)NC(Cc3c[nH]c4ccccc34)C2=O)c1 (stereo unspecified)	-1.1	40.8	-3.6	-1.8	-3.3	0.3	-2.3	-0.9	10.0
CCn1c(=O)c2cc(C(=O)N(C)c3cc(C)ccc3OC)sc2c2ccccc21	-2.0	3.3	-4.2	0.2	-2.7	-14.1	-1.5	-1.1	-16.9
Cc1oc(S(=O)(=O)N(C)C)cc1C(=O)Nc1ccc(F)cc1	0.0	-5.9	2.4	-6.1	-1.1	-5.0	2.7	1.1	-4.0
O=C(C1CC1)N1N=C(C2CCCCC2)CC1(O)C(F)(F)F (stereo unspecified)	-1.7	18.3	-2.9	9.6	-1.4	-1.5	-3.5	-0.4	-12.1
CNC(=O)c1ccsc1NC(=O)c1ccc(S(=O)(=O)N2CCc3ccccc32)cc1	2.1	-8.6	-0.4	-20.2	-1.3	-2.7	.	2.2	-21.1
Cc1cc(NC(=O)CSc2nnc(-c3cccs3)n2N)no1	-0.8	39.9	-2.4	3.1	-2.3	-3.7	-4.2	0.3	10.0
CCn1c2ccccc2c2cc(NC(=O)c3ccco3)ccc21	-2.1	-6.1	-3.4	1.7	-4.2	-5.1	-2.7	-1.1	0.2
CCN(C(=O)CSc1nnc(-c2c[nH]c3ccccc23)o1)C1CCS(=O)(=O)C1 (stereo unspecified)	1.0	1.7	-2.5	10.1	-0.3	-6.5	-1.9	-0.2	-18.9
Cc1cc(-c2ccccc2)nc(N/N=C/c2cccnc2)n1	-1.7	32.4	-3.8	4.3	0.1	-23.9	-2.3	-0.6	-0.7
COc1ccc(CN2C(=O)C(=O)N(CC(N)=O)C2=O)cc1	0.1	57.0	-3.8	19.0	-2.7	0.2	-5.6	-0.3	-19.2
O=C1C(C2=NC(c3ccccn3)C3C(=O)N(c4ccc(OC(F)(F)F)cc4)C(=O)C23)=C(O)c2ccccc21 (stereo unspecified)	4.9	21.9	-1.1	-0.9	0.3	-6.6	-3.5	1.3	-14.2
COc1cccc(CN(C(=O)c2ccccc2Br)C2CCS(=O)(=O)C2)c1 (stereo unspecified)	1.7	38.2	-4.4	-1.6	-7.3	-38.7	2.6	2.8	-3.6
COc1cccc(NC(=O)c2ccc3c(O)c(S(=O)(=O)c4ccccc4)c(=O)[nH]c3c2)c1	1.0	37.5	-0.8	8.7	0.6	-45.4	-5.2	0.9	8.6
Cc1ccc(-c2ocnc2C(=O)Nc2ccccc2NC(=O)c2ccccn2)cc1	-1.4	10.3	-6.8	-5.4	-5.6	-33.6	-8.9	0.0	-4.4
CC(C)CCN=Cc1c(O)n(-c2ccccc2)c(=O)c2ccccc12	-0.6	-7.0	-3.6	-6.4	-0.7	-28.3	-7.7	-1.3	-5.8
COc1cccc(CN(C)CC2CCCN(CCc3ccc(Cl)cc3)C2)c1OC (stereo unspecified)	2.1	2.8	0.8	-13.9	-0.3	15.0	-12.6	0.8	12.3
CCOc1ccc(-n2cc(-c3ccccc3)c3c(=S)nc[nH]c32)cc1	-1.1	-13.4	-5.1	17.0	-5.5	-42.6	-7.4	0.3	-16.1
O=C1CCCN1c1ncc(S(=O)(=O)c2ccc([N+](=O)[O-])cc2)s1	4.2	-19.1	-2.2	-0.9	-4.4	0.1	-9.6	4.7	1.2
O=C(CCl)N1CCN(CC(=O)N2CCCC2)CC1	0.2	41.5	1.0	-2.6	0.2	3.8	8.4	-0.2	-3.6
CCN(CC(=O)NCc1ccc(Cl)cc1)C(=O)c1cc(OC)cc(OC)c1	-0.3	40.0	-1.3	4.2	0.5	-28.1	-7.3	-0.4	13.4
O=C(CN1CCCC1=O)NC1(C(F)(F)F)NC(=O)N(Cc2ccccc2)C1=O (stereo unspecified)	-0.5	-20.9	-1.6	3.2	-2.5	-4.2	0.2	0.9	0.4
Cc1nn(C)c(C)c1NC(=S)Nc1ccc(S(=O)(=O)Nc2ncccn2)cc1	0.7	22.6	-2.0	1.0	-2.2	-3.0	2.1	0.2	-6.4
COc1ccc(Br)cc1CN(C)CC(=O)Nc1ccccc1Cl	0.2	-16.4	-2.3	4.1	-2.4	-10.4	-4.5	0.0	-3.8
COc1cccc(C2NC(=O)c3sc(=S)n(-c4ccccc4)c3N2)c1 (stereo unspecified)	1.7	7.4	-2.3	2.3	-2.8	-5.4	0.6	0.1	-1.9
Cc1ccc(-n2nnnc2SCC(=O)N2CCc3ccccc3C2)c(C)c1	-1.2	54.6	-2.9	-4.1	-4.3	-23.6	-4.2	0.7	-3.4

Another view of three compounds above.
molecule,OXTR agonist,PHOSPHO1 block,IMP-1 inh,HCV NS3 hel inh,VIM-2 inh,FID counter,GalR3 antagonist,V1R ag counter,GPR7 antagonist
COc1cccc(CN(C(=O)c2ccccc2Br)C2CCS(=O)(=O)C2)c1 (stereo unspecified),1.7,38.2,-4.4,-1.6,-7.3,-38.7,2.6,2.8,-3.6
CCOc1ccc(-n2cc(-c3ccccc3)c3c(=S)nc[nH]c32)cc1,-1.1,-13.4,-5.1,17.0,-5.5,-42.6,-7.4,0.3,-16.1
Cc1ccc(-c2ocnc2C(=O)Nc2ccccc2NC(=O)c2ccccn2)cc1,-1.4,10.3,-6.8,-5.4,-5.6,-33.6,-8.9,0.0,-4.4

An excerpt from above in order of their number in PHOSPHO1 block, falling:
Compound,PHOSPHO1 block
CN(C)S(=O)(=O)c1cccc(NC(=O)CN2C(=O)NC(Cc3c[nH]c4ccccc34)C2=O)c1 (stereo unspecified),40.8
Cc1nn(C)c(C)c1NC(=S)Nc1ccc(S(=O)(=O)Nc2ncccn2)cc1,22.6
CCN(C(=O)CSc1nnc(-c2c[nH]c3ccccc23)o1)C1CCS(=O)(=O)C1 (stereo unspecified),1.7
COc1ccc(Br)cc1CN(C)CC(=O)Nc1ccccc1Cl,-16.4

Carrying on:
SMILES	OXTR agonist	PHOSPHO1 block	IMP-1 inh	HCV NS3 hel inh	VIM-2 inh	FID counter	GalR3 antagonist	V1R ag counter	GPR7 antagonist
O=C(CSc1nnc(-c2ccc(Cl)cc2)o1)N1CCOCC1	18.0	12.0	0.0	15.3	-0.7	-18.1	-9.7	4.7	-2.9
CC(C)(C)OC(=O)NCCCCCc1nnc(SCc2cccc(F)c2)o1	1.3	24.0	-2.7	-0.3	-2.6	-46.5	-5.9	9.4	-9.3
Nc1nc(SCC(=O)C23CC4CC(CC(C4)C2)C3)n[nH]1	0.1	88.5*	-3.4	-5.8	-1.5	2.5	0.4	1.2	-1.3
Cc1cc(C)c2nc3s/c(=C/c4ccccc4)c(=O)n3c2c1	.	92.7*	-2.2	7.5	-0.1	-6.2	.	.	-7.5
O=c1[nH]cnc2c1C1(CCCC1)Cc1ccccc1-2	-2.2	47.2	-3.3	0.7	-2.5	-6.1	-0.9	-1.3	-15.9
CCOc1ccc(NC(=O)c2ccc(N3CC4CC(C3)c3cccc(=O)n3C4)c(N)c2)cc1 (stereo unspecified)	-0.6	12.0	-2.1	-6.1	-3.0	-50.0	1.0	0.3	-2.4
CCOc1ccccc1N1CCN(CC(=O)NC(=O)NCc2ccco2)CC1	-0.1	-24.2	-2.1	10.1	-3.0	-19.4	6.2	-0.9	-0.5
COC1(OC)N=C(N)C2(C#N)C(c3ccc(C)cc3)C12C#N (stereo unspecified)	-0.7	19.4	-3.2	0.1	-3.4	1.6	0.2	1.1	-6.7
CCN1CCN(C(c2cc(OC)c(OC)c(OC)c2)c2nnnn2C(C)C)CC1 (stereo unspecified)	1.1	-32.1	-2.5	-0.8	-2.4	-4.0	2.9	1.5	-0.6
CC(C)c1cc(C(=O)N2CCCC(Nc3ccc(F)cc3)C2)n[nH]1 (stereo unspecified)	0.3	32.7	-1.6	13.0	-2.2	-16.4	-1.2	0.8	-1.8
CCCCC(C(=O)NC(C)(C)C)N(Cc1ccccc1Cl)C(=O)c1snc(C(N)=O)c1N (stereo unspecified)	.	31.6	-2.6	-3.4	-3.0	-27.7	4.3	.	-21.9
C=CCc1cc(Cl)ccc1OC(=O)Nc1cccc(Cl)c1	8.6	11.7	-0.6	-4.8	-1.3	2.6	-0.6	7.1	-12.6
Cc1c(Cl)cccc1N=C(N)N=C(N)N	0.3	-7.9	-1.3	3.8	-1.2	-1.2	-3.6	0.9	4.2
N#Cc1ccc(C(=O)NCC(c2ccco2)N2CCCCC2)cc1 (stereo unspecified)	0.1	8.5	-1.6	0.0	-2.9	4.7	3.5	0.2	-5.4
C/C(O)=C(/C=Nc1ccccc1)C(=O)Nc1ccccc1	-1.4	27.1	-4.5	-6.6	-1.5	-3.4	-6.8	-0.2	0.3
CC(Oc1ccc2ccc(=O)oc2c1)C(=O)NCC1CCC(C(=O)O)CC1 (stereo unspecified)	1.9	3.1	-4.6	-11.8	-1.6	-4.1	0.0	0.2	-1.4
Cc1ccc(N2C(=O)c3ccccc3NC2c2ccccc2O)cc1 (stereo unspecified)	-1.5	27.0	-0.7	-6.7	0.7	-4.8	-10.6	-0.8	4.1
Cc1ccc(-n2c(SCC(=O)N(C)C)nnc2-c2ccco2)cc1	0.1	18.7	-0.9	12.8	0.0	-17.5	-7.6	-0.2	4.5
COc1ccc(Sc2nnc(Cc3ccccc3)c3ccccc23)cc1	0.2	18.1	-3.2	7.5	-2.7	-1.3	-6.9	0.3	-9.4
COc1ccc(N(CC(=O)NCc2ccc(F)cc2)C(=O)c2snc(C(N)=O)c2N)cc1	1.7	27.9	-2.2	-14.3	-2.2	-35.4	-10.1	1.9	10.9
COCCn1c(C)cc(C(=O)CSc2nnc(C)s2)c1C	0.1	-2.6	-2.1	7.7	-1.7	-9.7	3.3	0.9	-10.0
COC(=O)c1c(C(=O)OC)c(-c2ccc(OC)cc2)n2c1CCC2	-2.0	46.0	-3.6	7.0	1.5	-28.4	-9.9	-0.7	-10.3
CC(C)N(CC(O)COc1ccc(CC(N)=O)cc1)CC(O)COc1ccc(CC(N)=O)cc1 (stereo unspecified)	0.5	29.2	-3.1	-0.9	-3.7	-5.2	-10.7	1.1	-7.9

Part of the list above, limited to FID counter and GalR3 antagonist:
canonical_smiles | FID counter | GalR3 antagonist
Cc1ccc(N2C(=O)c3ccccc3NC2c2ccccc2O)cc1 (stereo unspecified) | -4.8 | -10.6
O=C1CCCN1c1ncc(S(=O)(=O)c2ccc([N+](=O)[O-])cc2)s1 | 0.1 | -9.6
